Screening data from PubChem BioAssay.
influenza NS1A – NS1A inhibition, H1N1 influenza, cell based functional assay (AID 504329); inhibition, % at 12.5 µM, or IC50 in µM where a hit was titrated; hit rate 0.3% among 340,000; NS1A functional cell-based assay, percent inhibition; higher % means a stronger effect; in the data active = a potency from the dose series; inconclusive = inhibition above about 27% without an active follow-up result; also: strong numbers were not always called active
PhoP GFP inhibition – PhoP regulon inhibitors, Salmonella typhi PhoP promoter GFP reporter, confirmatory (AID 1850). Salmonella Typhi PhoP-promoter GFP reporter, fluorescence, 4 h; higher % means a stronger effect. one-dose inhibition, % at 50 µM; IC50 in µM for titrated hits. hit rate 0.33% among 310,000; in the data active = a potency from the dose series; inconclusive = inhibition mostly from about 25% at the one dose, without a potency; inactive = the rest, 99 in 100 with inhibition below about 19%;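 also: 0% = induced wells with vehicle and 100% = uninduced wells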
M. tuberculosis HTS – M. tuberculosis growth inhibition, HTS (AID 449762). M. tuberculosis H37Rv growth inhibition, 7H9 media; higher % means a stronger effect. inhibition, % at 25 µM, or IC50 in µM where a hit was titrated. hit rate 0.59% among 330,000; in the data active = a potency from the dose series; inconclusive = inhibition above about 70% without an active follow-up result;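 also: bacterial growth assessed after seven days of incubation; strong numbers were not always called active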
inhibitors of VEEV – inhibitors of VEEV TC-83 cytopathic effect, confirmation, Vero cells (AID 588727) | Vero cells, VEEV TC-83 cytopathic effect inhibition; higher % means a stronger effect | inhibition, % at 20 µM; hits with a dose series show IC50 in µM | hit rate 0.13% among 350,000; in the data active = a potency from the dose series; inconclusive = inhibition mostly from about 14% at the one dose, without a potency; inactive = the rest, 99 in 100 with inhibition below about 12%; also: strong numbers were not always called active
M. tuberculosis – growth inhibition of non-replicating M. tuberculosis (AID 488890). hit rate 0.39% among 320,000. inhibition, % at 25 µM, or IC50 in µM where a hit was titrated. Mycobacterium tuberculosis non-replicating, growth inhibition; higher % means a stronger effect; in the data active = a potency from the dose series; inconclusive = inhibition mostly from about 82% at the one dose, without a potency; inactive = the rest, 99 in 100 with inhibition below about 76%;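 also: plate controls were DMSO cells for no effect and high antibiotic wells for full effect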
inhibitors of VEEV 10K pilot screen – recorded beside inhibitors of VEEV, whose call it bears; inhibition, %; measured here: 10K pilot screen inhibition
Starred values were filed as active, the others as inactive; i = inactive; u = inconclusive; x = not tested or not shown.

SMILES	influenza NS1A	PhoP GFP inhibition	M. tuberculosis HTS	inhibitors of VEEV	M. tuberculosis	others
CCSc1nnc(NC(=O)NC2CCCCC2)s1	-5%	10%	2%	2.4%	14%
CN1CCN(C(=O)c2cnn(-c3ccccc3)c2NC(=O)c2ccccc2)CC1	-3%	-3%	-8%	1.9%	2%
COC(=O)CCCC(=O)N(C)CC1CCCN(CCc2ccccc2C)C1 (stereo not given)	1%	0%	4%	0.6%	-1%
CN(C)c1ccc(NC(=O)c2ccc([N+](=O)[O-])cc2Cl)cc1	-6%	-5%	9%	1.6%	1%
Cc1ccc(C(OCCN(C)C)c2cccc(C(F)(F)F)c2)cc1 (stereo not given)	11%	-4%	3%	i	17%
CC(=O)c1cc2c(cc1N(C(=O)Cn1nnc3ccccc31)C(C(=O)NCCC(C)C)c1cccnc1)OCO2 (stereo not given)	x	0%	-7%	0.5%	10%
CCC(=O)OCc1c(C(F)(F)F)nn(C)c1Oc1cccc(C(F)(F)F)c1	-12%	5%	-2%	i	2%	inhibitors of VEEV 10K pilot screen=1.7
CC1=CC(C)C2C(=O)N(CCCN(C)C)C(=O)C2C1 (stereo not given)	-3%	3%	9%	0.2%	7%
C[C@@H]1CC=C[C@H]2[C@H]1C(=O)N(Cc1ccccc1)[C@H]2c1ccc2ccccc2c1/C=C/c1ccccc1	1%	-3%	0%	i	15%
COc1ccc(C2=NS(=O)(=O)N(C)C(C(=O)N(C)Cc3ccccc3)=C2)cc1OC	0%	3%	-4%	8.8%	9%
c1coc(-c2nnc(-c3ccco3)nn2)c1	0%	6%	-4%	i	1%
CCSc1ccc([C@@H]2[C@H]3C(=O)N(CC)C(=O)[C@H]3[C@]3(C(=O)OC)CCCCN23)cc1OC	11%	x	1%	6.7%	6%
CN1CCCN(C(=O)c2cccc3ccccc23)CC1	-24%	-4%	-5%	0.6%	-5%
Cc1cccc(OCCOC(=O)C2CCN(S(=O)(=O)c3cccs3)CC2)c1	-4%	1%	-2%	4.2%	55%
Cc1cccc(N2CCN(C(=O)CC(NC(=O)c3ccccc3)c3ccccc3)CC2C)c1 (stereo not given)	7%	4%	8%	8.4%	38%
O=C(NCc1ccncc1)c1cc(C(=O)C2CCCCC2)c[nH]1	-2%	10%	65%	0.7%	23%
CC(=O)CSc1nnc(-c2cnccn2)n1-c1ccccc1	6%	x	x	0.5%	x
CN1CCN(C(=O)OC2c3nccnc3C(=O)N2c2ccc(Cl)cn2)CC1 (stereo not given)	x	1%	-2%	x	2%
S=c1[nH]nc(-c2ccccn2)n1/N=C/c1ccccc1	8%	-3%	-9%	1.3%	-15%
COc1ccc(S(=O)(=O)Nc2cccc3c2O[C@H](CN(C)CC2CC2)[C@@H](C)CN([C@H](C)CO)C3=O)cc1	3%	x	0%	i	-2%
COc1cccc(Nc2nc3ccccc3n3cnnc23)c1	27%	5%	-10%	9.0%	-2%
O=[N+]([O-])c1cccc2cnccc12	1%	x	x	0.2%	x
O=C(NN1C(=O)c2ccccc2NC1c1ccc([N+](=O)[O-])o1)c1ccc([N+](=O)[O-])cc1 (stereo not given)	-3%	-2%	68%	4.0%	80%
N/C(=N\OC(=O)CN1C(=O)c2ccccc2C1=O)c1ccc(Br)cc1	-8%	-4%	7%	0.8%	-11%
CCCCn1c(N)c(N(CC)C(=O)CCc2ccccc2)c(=O)[nH]c1=O	5%	-1%	-5%	i	x
COc1ccccc1NC(=S)N1CCCc2ccccc21	-3%	3%	2%	0.2%	3%
CC1CN(C(=S)SCCN2C(=O)CCC2=O)CC(C)O1 (stereo not given)	-2%	7%	-6%	0.8%	-3%
COc1cc(OC)cc(C(=O)NCCOc2ccccc2)c1	-1%	-6%	5%	1.3%	-1%
O=C(Nc1ccc(NC(=O)c2cc3ccccc3o2)cc1)c1ccco1	4%	4%	0%	3.8%	3%
FC(F)(F)c1ccccc1NC(=S)Nn1cnnc1	-12%	-5%	-3%	i	40%
COc1ccccc1C(=O)NC(=S)Nc1cccnc1Cl	8%	-8%	8%	3.9%	15%
CCC(C)[C@H](NC(=O)N1CCN(c2cccc(C(F)(F)F)c2)CC1)C(=O)OC (stereo not given in full)	-2%	6%	-9%	i	10%
C[C@H](NC(=O)c1nc[nH]c1C(=O)NCc1ccccc1)c1ccccc1	-19%	x	24%	5.9%	54%
Nc1nc(CCl)nc(Nc2ccccc2)n1	-10%	6%	u	u	u
O=C(CC1(O)C(=O)N(Cc2ccccc2Cl)c2ccccc21)c1ccco1 (stereo not given)	4%	-3%	8%	5.6%	62%
O=C(/C=C/c1ccco1)Oc1cc(Br)cc(/C=N/NC(=O)c2ccccc2O)c1	19%	-11%	-1%	8.5%	u	inhibitors of VEEV 10K pilot screen=7.0
CNS(=O)(=O)c1cccc(C(=O)NCC(C)(C)N2CCCCC2)c1	-1%	-7%	-3%	i	-6%
COc1ccccc1OC(=O)c1ccc(SC)cc1OC	17%	-7%	u	i	80%
COc1cc(CNCCNC(=O)c2nonc2N)ccc1OCc1ccc(Cl)cc1	5%	-8%	6%	3.6%	i
COc1ccc(C(CNC(=O)c2cccc3cccnc23)N(C)C)cc1 (stereo not given)	5%	-13%	5%	0.6%	22%
CCOc1ccc(CNC(=O)CN2C(=O)CSc3ccc(S(=O)(=O)N4CCOCC4)cc32)cc1OC	2%	2%	9%	1.7%	12%
CC(C)(O)C1=NOC(c2ccccc2)C1 (stereo not given)	-8%	8%	-9%	1.5%	-4%
CCCCc1nnc(NC(=O)C(C)Sc2nc(O)c(Cc3ccccc3)c(=O)[nH]2)s1 (stereo not given)	-4%	15%	2%	0.3%	-8%
O=C(CCc1ccccc1)NCc1ccc(F)cc1	-3%	-3%	0%	0.8%	44%
CC(C)NC(=O)N(C)C[C@H]1Oc2ccc(NS(=O)(=O)c3ccccc3)cc2C(=O)N([C@H](C)CO)C[C@@H]1C	4%	x	1%	0.2%	4%
Cc1ccc(NC(=O)CC2SCCNC2=O)cc1[N+](=O)[O-] (stereo not given)	0%	-4%	1%	i	-12%
Cc1cc(OC(=O)c2ccc(C(C)(C)C)cc2)c([N+](=O)[O-])c(=O)[nH]1	-1%	7%	4%	1.3%	-1%
COC(=O)C1=C(C)NC(=O)CC1c1ccccc1F (stereo not given)	0%	-7%	-1%	2.8%	-18%
CCOc1ccc(N(C)C(=O)CCc2nnc3ccc(N4CCCC4)nn23)cc1	15%	-3%	0%	i	13%
COc1cccc(CN(C)C(=O)c2cc(S(=O)(=O)N3CCCCCC3)ccc2OC)c1	12%	x	-8%	7.7%	18%
CC1CN(C(=O)COC(=O)c2cc3ccccc3cc2O)CC(C)O1 (stereo not given)	-8%	x	u	3.2%	u
O=C(Cc1ccccc1[N+](=O)[O-])c1ccc2c(c1)OCO2	1%	x	x	0.3%	x
COc1cc(C(=O)Cc2nc3ccccc3n2C)cc(OC)c1OC	1%	-77%	1%	i	15%
CCOc1ccc(C(=O)NCC(=O)OCC(=O)N2C(C)CCCC2C)cc1 (stereo not given)	5%	-3%	-2%	3.1%	-5%	inhibitors of VEEV 10K pilot screen=0.1
CCCOc1c(Cl)cc(C(=O)NC)cc1OC	4%	3%	0%	0.2%	43%
Cc1cccc(C#N)c1	-1%	x	-7%	i	-10%
C=CCn1c(C(CC)CC(C)(C)O)n[nH]c1=S (stereo not given)	5%	7%	-4%	i	-17%
Cc1cccc(NC(=S)NC(=O)c2cccs2)n1	5%	-9%	x	3.2%	x
COc1cccc(C(C(=O)NC2CCCC2)N(C(=O)c2csnn2)C2CC2)c1 (stereo not given)	2%	1%	-7%	0.6%	-10%
COc1ccc2nc(C)cc(SCC(=O)NNC(=O)COc3ccc(C)cc3)c2c1	-9%	0%	-16%	i	-10%

Retrieved by compound from the list above (3):
SMILES	influenza NS1A	PhoP GFP inhibition	M. tuberculosis HTS	inhibitors of VEEV	M. tuberculosis	others
COc1ccc(C2=NS(=O)(=O)N(C)C(C(=O)N(C)Cc3ccccc3)=C2)cc1OC	0%	3%	-4%	8.8%	9%
COc1cccc(Nc2nc3ccccc3n3cnnc23)c1	27%	5%	-10%	9.0%	-2%
Nc1nc(CCl)nc(Nc2ccccc2)n1	-10%	6%	u	u	u

Next records:
SMILES	influenza NS1A	PhoP GFP inhibition	M. tuberculosis HTS	inhibitors of VEEV	M. tuberculosis	others
S=C(N/N=C/c1ccc2c(c1)OCO2)NC1CC2CCC1C2 (stereo not given)	x	1%	-11%	2.1%	-13%
O=C(COc1ccc(Cl)cc1)N1CCN(C(=O)c2ccccc2F)CC1	3%	18%	7%	0.1%	11%
COC(=O)c1cccc(NC(=S)N2CCN(c3ccccc3F)CC2)c1	-2%	6%	-5%	8.3%	u
COc1ccc(OC)c(N=c2oc3c(OC)cccc3cc2C(=O)NCc2ccco2)c1	4%	-8%	-2%	1.0%	3%
COc1cccc2cc(C(=O)NNC(=O)c3ccc(Br)cc3)c(=O)oc12	0%	-5%	11%	2.0%	u
O=C(Nc1ccccc1O)N1c2ccccc2Sc2ccccc21	1%	-6%	8%	0.3%	36%
CC(=O)N1CCc2cc(S(=O)(=O)CCC(=O)N(C)Cc3ccco3)ccc21	10%	-6%	-5%	0.8%	-10%
CC(NC(=O)C1CCCO1)c1ccccc1 (stereo not given)	2%	1%	-2%	0.1%	x
O=[N+]([O-])c1ccc(Oc2cccc(C(F)(F)F)c2)nc1	-3%	-3%	-4%	1.1%	65%
CCCN1CCN(CCCNC(=O)Cn2ncc3c4ccccc4n(C)c3c2=O)CC1	9%	-7%	-9%	1.0%	x
COc1ccc(C2=NS(=O)(=O)N(C)C(C(=O)NCc3ccc4c(c3)OCO4)=C2)cc1OC	5%	-1%	-1%	7.4%	-3%
Cc1cc(NC(=O)Cn2nc(C)c([N+](=O)[O-])c2C)no1	-25%	-4%	6%	10%	0%

A portion from the list above:
SMILES	influenza NS1A	PhoP GFP inhibition	M. tuberculosis HTS	inhibitors of VEEV	M. tuberculosis	others
S=C(N/N=C/c1ccc2c(c1)OCO2)NC1CC2CCC1C2 (stereo not given)	x	1%	-11%	2.1%	-13%
O=C(COc1ccc(Cl)cc1)N1CCN(C(=O)c2ccccc2F)CC1	3%	18%	7%	0.1%	11%

(next part)
SMILES	influenza NS1A	PhoP GFP inhibition	M. tuberculosis HTS	inhibitors of VEEV	M. tuberculosis	others
CCOC(=O)c1c(C)[nH]c(C(=O)N2CCN(C(=O)OCC)CC2)c1C	-3%	3%	12%	1.3%	7%
N#Cc1c(Nc2ccccc2)sc(C(=O)C2CC2)c1N	6%	-7%	-4%	0.3%	8%	inhibitors of VEEV 10K pilot screen=0.4
O=C(COC(=O)c1ccccc1[N+](=O)[O-])NC(=O)c1ccccc1	-4%	0%	0%	0.9%	-17%
COc1ccc(Nc2nc(N)c(C(=O)c3ccc(F)cc3)s2)cc1	-3%	7%	1%	5.1%	9%
CN(C(=O)CCN1C(=O)C(C)(C)Nc2ccccc21)c1ccccc1	-13%	-4%	-4%	2.1%	-6%
Cc1ccccc1NC(=O)c1ccccc1N(C)S(=O)(=O)c1ccccc1	-2%	7%	11%	0.3%	2%
CCOC(=O)CC1Sc2ccccc2NC1=S (stereo not given)	x	5%	-5%	0.4%	25%
CN(CCNC(=O)c1cn(C)c2ccc(S(=O)(=O)N3CCCC3)cc2c1=O)CCc1ccccc1	1%	-9%	-1%	i	-4%
Cc1ccccc1NC(=O)CCNS(=O)(=O)c1cccc2nsnc12	7%	-17%	5%	1.2%	9%
CC(=O)OCC(=O)c1ccc2ccn(C(C)=O)c2c1	3%	-1%	0%	4.2%	-5%
CC(=O)N(c1cccc(Cl)c1)c1nc(C)cc(C)c1C#N	-1%	1%	4%	0.9%	-7%
CC1CN(C)C(C)CC1NCc1ccc2c(c1)OCO2 (stereo not given)	1%	11%	-11%	i	-9%
Cc1ccc(C(=O)ONc2ccc(N=NC(=O)c3ccccc3O)cc2)cc1	-2%	-12%	2%	i	13%

3 structures from above, ordered by SMILES length, ascending.
SMILES	influenza NS1A	PhoP GFP inhibition	M. tuberculosis HTS	inhibitors of VEEV	M. tuberculosis	others
CC1CN(C)C(C)CC1NCc1ccc2c(c1)OCO2 (stereo not given)	1%	11%	-11%	i	-9%
O=C(Nc1ccccc1O)N1c2ccccc2Sc2ccccc21	1%	-6%	8%	0.3%	36%
CN(C(=O)CCN1C(=O)C(C)(C)Nc2ccccc21)c1ccccc1	-13%	-4%	-4%	2.1%	-6%
